HTRA1 inh: blocks human HTRA1 serine peptidase; Q92743; recombinant HTRA1, FP-rhodamine activity-based probe, fluorescence polarization; inhibition, % at 5.96 µM; 340,000 tested, 0.5% active; in the data active means inhibition above about 36%;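 further: 0% = enzyme with DMSO and 100% = wells lacking enzyme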
Target sequence (Q92743 whole entry, looked up): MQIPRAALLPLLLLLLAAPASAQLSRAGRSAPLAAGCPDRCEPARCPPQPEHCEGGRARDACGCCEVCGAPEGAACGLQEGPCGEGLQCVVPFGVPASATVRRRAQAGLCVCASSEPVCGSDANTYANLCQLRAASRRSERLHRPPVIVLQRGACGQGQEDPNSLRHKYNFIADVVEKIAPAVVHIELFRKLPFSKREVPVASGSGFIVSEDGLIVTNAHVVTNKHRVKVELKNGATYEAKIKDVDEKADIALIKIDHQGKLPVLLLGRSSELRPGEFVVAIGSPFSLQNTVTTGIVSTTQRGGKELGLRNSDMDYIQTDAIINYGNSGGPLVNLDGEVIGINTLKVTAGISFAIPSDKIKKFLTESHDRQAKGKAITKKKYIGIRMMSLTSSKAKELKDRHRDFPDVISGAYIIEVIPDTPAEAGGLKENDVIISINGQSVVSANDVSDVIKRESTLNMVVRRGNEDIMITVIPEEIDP
rCAG binder: r(CAG) repeat RNA binding; 370,000 tested, 1.3% active; inhibition, % at 3 µM; AID 651821; TO-PRO-1 dye displacement fluorescence;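 active means inhibition above the plate cutoff, the mean of all test compounds on that plate plus 3 SD, cut at about 35% in these data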;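 further: 0% = DMSO alone and 100% = 100 µM mitoxantrone as full dye displacement; higher means more dye released from RNA so lower well fluorescence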
TCR CD3 inh: inhibitors of human TCR-CD3 interaction. TAMRA-labeled TCR probe fluorescence, biochemical. inhibition, % at 9.4 µM. 360,000 tested, 0.37% active; in the data active means inhibition above about 19%;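 further: recombinant mutant TCR 2C K166C tagged with TAMRA read by polarization; 0% = receptor in buffer alone and 100% = receptor with positive control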
TDP2 absorb: blocks human TDP2 phosphodiesterase activity. recombinant TDP2, T5PNP hydrolysis, p-nitrophenol absorbance 415 nm. inhibition, % at 12.8 µM. 370,000 tested, 0.34% active. AID 720702;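 active means inhibition above the mean of all tested compounds plus 3 SD, set per campaign, cut at about 25% in these data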;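 further: 0% = DMSO with enzyme and 100% = buffer with substrate but no TDP2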
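System – recombinant human TDP2 · Amount – 120 nM TDP2 per well · Buffer or medium – Mg2+-containing Tris-HCl buffer, pH 7.5 · Reagent – T5PNP substrate, 5 mM · Dosing – 12.8 µM single point, 1% DMSO · Incubation – 2 h at 37 °C · Measured by – epi absorbance · Read-out basis – percent inhibition · Benchmarks – high control without enzyme, low control DMSO plus TDP2 · Repeats – singlicate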
PRMT1 inh: PRMT1 (human) inhibition, primary screen. recombinant PRMT1, activity-based probe fluorescence polarization. inhibition, % at 2.79 µM. 370,000 tested, 1.3% active. AID 652257;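 active means inhibition above about 21% made by adding two undisclosed values, limit read from the data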
MBD2 inh: blocks human MBD2 binding to methylated DNA; TR-FRET, MBD2 binding to methylated oligonucleotide; Q9UBB5; inhibition, % at 4.4 µM; 370,000 tested, 0.31% active; in the data active means inhibition above about 13%
mABHD4 FP: ABHD4 (mouse) inhibition, primary FP screen. Q8VD66. inhibition, % at 8.92 µM. AID 720543. purified mABHD4, FP-Rh probe fluorescence polarization. 370,000 tested, 0.54% active;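 active means inhibition exceeding the mean over every tested compound plus 3 SD, cut at about 30% in these data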;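 further: 0% = plate median of compound wells and 100% = S159A mutant with DMSO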
Target sequence (Q8VD66 whole entry, looked up): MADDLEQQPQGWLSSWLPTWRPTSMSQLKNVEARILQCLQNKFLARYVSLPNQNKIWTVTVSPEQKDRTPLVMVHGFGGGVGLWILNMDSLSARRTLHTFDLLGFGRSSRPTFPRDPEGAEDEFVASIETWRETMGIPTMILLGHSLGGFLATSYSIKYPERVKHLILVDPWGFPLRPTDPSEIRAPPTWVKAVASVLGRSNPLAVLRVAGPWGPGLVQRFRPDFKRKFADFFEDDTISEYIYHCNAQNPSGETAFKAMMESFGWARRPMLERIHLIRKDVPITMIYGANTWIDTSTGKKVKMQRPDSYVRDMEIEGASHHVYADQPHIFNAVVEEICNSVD
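Test system: mABHD4 protein | Buffer or medium: HEPES pH 7.0 buffer, 150 mM NaCl, 0.01% Pluronic F-127 | Probe or stimulus: FP-Rh fluorescent activity-based probe, added after compound pre-incubation | Timing: Pre-incubation 45 min, probe exposure 60 min, at 25 °C | Technique: Fluorescence polarization, excitation 525 nm, emission 598 nm, BODIPY TMR filters | Repeats: Single well per compound (singlicate)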
LEDGF integ inh: blocks HIV-1 LEDGF/p75-dependent DNA integration; TR-FRET IN-LEDGF/p75 DNA integration, Eu/Cy5; inhibition, % at 3.7 µM; 370,000 tested, 0.64% active; AID 743269;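 active means inhibition above the screen-wide mean plus 3 SD, cut at about 13% in these data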;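 further: signal is the Cy5 over europium emission ratio at 671 and 618 nm; 0% = plate median of compound wells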
NPR2 activator: GC-B (human) receptor activation; P20594; 370,000 tested, 0.11% active; HEK293-GC-B cells, CNP EC30, cGMP TR-FRET; 0% at EC30 CNP, 100% saturating CNP; activation, % at 10 µM;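 active means activation at 10 µM reaching about 35% in either raw or pattern-adjusted values, limit read from the data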
SIAE inh: blocks human sialic acid acetylesterase; inhibition, % at 9.66 µM; SIAE FP-Rh probe binding, fluorescence polarization; Q9HAT2; 370,000 tested, 0.69% active;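 active means inhibition above a cutoff: mean of compounds within the control limits plus 3 SD of those, cut at about 17% in these data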;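 further: 0% = plate median of compound wells and 100% = probe without SIAE protein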
* hit, by the source's call; / = no result given. This is a subset (hit frequency here may not be typical).

Start of the data: the first 3 compounds (preview)
SMILES	HTRA1 inh	rCAG binder	TCR CD3 inh	TDP2 absorb	PRMT1 inh	MBD2 inh	mABHD4 FP	LEDGF integ inh	NPR2 activator	SIAE inh
Cc1ccccc1CSCC(=O)NCCSc1ccccn1	2	-7	3	-10	-2	-3	-2	1	-4	5
Cc1ccc(C)c(NC(=O)COC(=O)CCNC(=O)c2ccco2)c1	-4	2	-8	15	2	-1	1	-1	3	-1
COc1ccc(CNC(=O)CC2C(=O)NCCN2CC(C)(C)C)c(OC)c1 (stereo unspecified)	8	-6	14	-7	0	-3	1	1	-5	7

The whole of this part, previewed entries included:
SMILES	HTRA1 inh	rCAG binder	TCR CD3 inh	TDP2 absorb	PRMT1 inh	MBD2 inh	mABHD4 FP	LEDGF integ inh	NPR2 activator	SIAE inh
Cc1ccccc1CSCC(=O)NCCSc1ccccn1	2	-7	3	-10	-2	-3	-2	1	-4	5
Cc1ccc(C)c(NC(=O)COC(=O)CCNC(=O)c2ccco2)c1	-4	2	-8	15	2	-1	1	-1	3	-1
COc1ccc(CNC(=O)CC2C(=O)NCCN2CC(C)(C)C)c(OC)c1 (stereo unspecified)	8	-6	14	-7	0	-3	1	1	-5	7
CCc1ccc2nc(SCC(=O)Nc3ccccc3N3CCOCC3)c(C#N)cc2c1	-2	2	-8	14	-7	3	2	2	-3	-4
COc1ccc(-c2noc(CSc3nc(-c4ccccc4)cc(=O)[nH]3)n2)cc1OC	-13	18	-6	0	-2	-3	-3	1	-5	-13
COc1cccc(C2CC(c3cccs3)=NN2C(=S)Nc2ccccc2)c1OC (stereo unspecified)	-17	11	-4	-8	1	6	-15	-1	-13	-10
CC(NC(=O)C1CCCN(S(=O)(=O)N2CCOCC2)C1)c1ccccc1 (stereo unspecified)	2	-2	6	13	1	-1	3	-2	1	3
CCc1ccc(/C(C)=N/NC(=O)c2c[nH]c3ccccc23)s1	-18	4	-4	6	1	4	-7	-4	0	-1
CCOC(=O)c1c(C)[n+]([O-])c2ccc3c(non3O)c12	5	2	-4	-7	7	-4	4	0	-2	5
N#CC1=C(c2ccc(-c3ccccc3)cc2)COC1=O	-37	25	-1	9	-1	-2	-11	2	0	-12
O=C(Nc1nnc(-c2ccco2)s1)C1CC1	7	8	9	-5	17	-9	1	2	5	8
O=C(Cc1cccc(NC(=O)C2CCN(C(=O)C3CCCC3)CC2)c1)Nc1cccc(C(=O)N2CCCCC2)c1	-1	3	8	-11	-6	-6	-6	2	4	-3
O=C(N[C@H](C(=O)N1CCC[C@H]1C(=O)NC1CCCC1)c1ccccc1)C1CCCC1	/	-1	-3	1	1	6	-8	-1	2	-2
O=C(NCCN1CCOCC1)C1CCN(c2ncnc3c2sc2cccc(F)c23)CC1	3	3	-7	3	-1	2	3	4	0	0
COc1ccccc1CN1CCCCCC1	7	-1	3	6	3	-4	6	1	2	-1
O=C(NN1C(=O)C2C3C=CC(C3)C2C1=O)c1ccco1 (stereo unspecified)	4	5	-1	-7	3	1	-7	1	0	1
O=C(CCS(=O)(=O)Cc1ccccc1)Nc1ncc([N+](=O)[O-])s1	4	0	-4	0	5	-7	0	-1	1	-4
Cc1ccc2nc(NCC(N)=O)nc(-c3ccccc3)c2c1	/	0	-8	0	-1	1	-1	2	-4	0
CCCCCn1c(CN2CCN(C(=O)OCC)CC2)nc2c1c(=O)n(C)c(=O)n2C	1	-10	-5	-2	0	3	7	0	-3	0
CCc1cc(C(=O)N=Nc2c(O)[nH]c3c(Br)cc(Br)cc23)c2ccccc2n1	-2	11	-3	6	0	-6	9	-1	-9	10
COc1cc(/C=N/NC(=O)CCC(=O)Nc2ccc(Br)cc2)ccc1O	-6	10	6	-10	0	-11	2	-2	-7	8
COc1cccc(/C=C2\SC(=O)N(CCC(=O)NNC(=O)c3cccc(Cl)c3)C2=O)c1	1	-3	-8	3	-4	-1	3	0	5	-5
Cc1cc(C)cc(N(CC(=O)NCCSCc2ccco2)S(C)(=O)=O)c1	-2	2	-6	4	8	2	-7	1	-2	4
Cc1cc(C)c2c(N)c(C(=O)c3ccc(Cl)c(Cl)c3)sc2n1	5	2	-3	-4	5	-4	-1	-1	-8	-12
Nc1ccc(CSc2ccc(Cl)cc2)c(Cl)c1	-5	2	-8	-12	-3	-2	-5	5	0	5
More entries.
SMILES	HTRA1 inh	rCAG binder	TCR CD3 inh	TDP2 absorb	PRMT1 inh	MBD2 inh	mABHD4 FP	LEDGF integ inh	NPR2 activator	SIAE inh
O=C(CCCSc1nnc(-c2cccs2)n1CC1CCCO1)c1ccccc1 (stereo unspecified)	-1	-6	-2	-7	1	-1	2	-2	4	-5
COCCN(C(=O)CCC(=O)Nc1ccccn1)C(C(=O)NC(C)C)c1ccc(C)cc1 (stereo unspecified)	-1	-4	3	2	-6	-4	-3	0	-2	-3
CCOc1ccccc1-n1c(SCC(N)=O)nc2ccccc2c1=O	1	3	-4	-4	0	8	-8	0	7	-9
Fc1ccc(NC(=S)N2CCN(c3ccccn3)CC2)cc1Cl	-2	10	5	2	1	2	-8	1	2	2
COc1ccc(CCC(=O)Nc2ccc(C)c(S(=O)(=O)N(C)C)c2)cc1OC	-5	3	8	-9	0	-3	3	1	3	2
Cc1ccc(N2CC(C(=O)Nc3cc(S(=O)(=O)N4CCCCC4)ccc3C)CC2=O)cc1 (stereo unspecified)	-14	8	-1	-2	-2	3	-4	0	1	-5
Cc1cc(S(=O)(=O)Nc2nc(CN3CCOCC3)nc3sc4c(c23)CCC4)ccc1F	1	54*	4	-7	3	1	14	3	2	1
O=C(NC12CC3CC(CC(C3)C1)C2)N1CCC(n2nnc3ccccc32)CC1	7	-2	-2	7	0	4	3	1	1	-4
Cn1c(SCC(=O)NNC(=O)Cc2ccccc2)nnc1-c1ccccc1	1	0	1	5	1	-6	10	1	-6	3
C/C(CCc1ccc2c(c1)OCO2)=N\N=C(/N)SC1CC(=O)N(c2ccccc2F)C1=O (stereo unspecified)	-9	7	-3	0	-2	-3	5	-5	-3	5
COc1ccc(CCC(=O)NCCOc2ccc(Cl)cc2)cc1	-4	-5	-2	2	0	1	1	3	1	-2
COc1cccc(NC(=S)NNC(=O)C(C)n2nc(C)c([N+](=O)[O-])c2C)c1 (stereo unspecified)	2	10	5	-4	-2	2	-2	-2	1	7
Cc1cccc(-c2nnc(SCC#N)n2C)c1	5	-2	7	6	-3	4	0	5	4	8
O=C(CSc1nnc(Cn2c(=O)sc3ccccc32)n1CCc1ccccc1)N1CCCC1	-4	1	2	4	0	2	2	2	-1	-1
CC1Sc2ccc(C(=O)Nc3ccccc3OC(F)F)cc2NC1=O (stereo unspecified)	-10	1	0	8	0	-1	1	0	-5	-2
C=CCNC(=O)C(=O)c1c(-c2ccccc2)[nH]c2ccccc12	-3	2	0	-2	5	10	6	-4	1	-2
CCC1(c2ccc(F)cc2)NC(=O)N(CC(=O)Nc2ccc(-c3nc4ccc(C)cc4s3)cc2)C1=O (stereo unspecified)	-90	17	5	7	-3	-2	-29	8	-2	-122
CCOc1cc(/C=C\c2nc(O)c([N+](=O)[O-])c(=O)[nH]2)ccc1OC(C)C	-1	7	-4	25*	5	-2	1	-5	-3	-6
Cc1c(C=O)c2ccccc2n1CC(=O)NC(C)c1ccccc1 (stereo unspecified)	-2	-1	6	5	-3	-5	-3	3	-11	3
CCCn1c(=O)[nH]c(=O)c2c1nc(-c1ccc(OC(F)(F)C(F)C(F)(F)F)cc1)n2CCOC (stereo unspecified)	-8	-6	0	3	-1	3	-5	1	-4	5
CC1CCCN(c2ccc([N+](=O)[O-])s2)C1 (stereo unspecified)	1	1	3	-6	-1	-17	3	3	-4	-4
Cc1cccc(C)c1NC(=O)CC1SC2=NCCN2C1=O (stereo unspecified)	1	7	9	-9	17	3	9	2	-3	4
COCCn1c(=O)[nH]c2cc(C(=O)NC3CCCCCC3)ccc2c1=O	2	3	-4	2	0	-1	2	0	2	-3
COCCCN1C(=O)C(CC(=O)NCCCN(C)C)CC(C(=O)N2CCCCCC2)=C1C (stereo unspecified)	/	1	-1	5	-6	-5	-6	2	-4	-6
COc1ccc(CN(CC(=O)NCc2ccccc2)C(=O)CCC(=O)Nc2ccccn2)cc1	8	-2	-9	-8	6	6	-9	-6	3	-3
COc1ccc(C2C(=O)N(C3CCCCC3)CC(=O)N2CCc2ccccc2)cc1OC (stereo unspecified)	2	-7	3	1	1	0	4	2	-2	-1
CC12CCC3C(C1)C(C(=O)O2)C(=O)OC3(C)C (stereo unspecified)	12	2	-2	6	2	2	4	-4	2	1
COCCCNc1nc2ccccc2nc1NS(=O)(=O)c1cccc(C)c1	-3	25	-1	-2	1	6	-3	0	-1	-3

Entries of single compounds, looked up by structure. Order of screens: HTRA1 inh	rCAG binder	TCR CD3 inh	TDP2 absorb	PRMT1 inh	MBD2 inh	mABHD4 FP	LEDGF integ inh	NPR2 activator	SIAE inh
CCCn1c(=O)[nH]c(=O)c2c1nc(-c1ccc(OC(F)(F)C(F)C(F)(F)F)cc1)n2CCOC (stereo unspecified) as listed: -8	-6	0	3	-1	3	-5	1	-4	5
CCOc1cc(/C=C\c2nc(O)c([N+](=O)[O-])c(=O)[nH]2)ccc1OC(C)C as listed: -1	7	-4	25*	5	-2	1	-5	-3	-6
COCCCN1C(=O)C(CC(=O)NCCCN(C)C)CC(C(=O)N2CCCCCC2)=C1C (stereo unspecified) as listed: /	1	-1	5	-6	-5	-6	2	-4	-6
CC1CCCN(c2ccc([N+](=O)[O-])s2)C1 (stereo unspecified) as listed: 1	1	3	-6	-1	-17	3	3	-4	-4
